BRCA1 expr up – qHTS Assay to Identify Small Molecule Activators of BRCA1 Expression. MCF7-BRCA1-FFLuc reporter, luminescence, 48 h; response scale: scaled: vehicle 0%, 10 µM genistein 100%. Potency, µM (doses to about 46.1 µM), inactives show at the top dose activation, actives largely listed as activators. 380,000 tested, 1.1% active. AID 624202, 2012; further: potency means the concentration at half of the fitted maximal effect; nearly all actives have a fitted effect of over 80% in size; some results filed as inactive show a strong effect at the top dose
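Compounds are tested at multiple concentrations on MCF7 BRCA1-luciferase reporter cells seeded at 2000 per well; after 48 h, a single luminescence end-point is taken and curves fitted to the normalized data.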
a7 integrin act – qHTS for Activators of Integrin-Mediated Alleviation for Muscular Dystrophy. alpha7betagal myoblasts, beta-gal FDG fluorescence, 48 h. AID 624291, 2012. 350,000 tested, 0.064% active. Potency, µM (doses to about 38.3 µM), inactives show at the top dose activation, actives largely listed as activators;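 further: potency means the concentration at half of the fitted maximal effect; 100% = response of the positive control SU9516; nearly all actives have a fitted effect of over 60% in size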
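Alpha7betagal+/- myoblasts (passage 13) were plated 16-24 hr, then exposed to compounds (1:260 dilution of DMSO stock) for 48 hours at 37C. After MPER lysis, β-galactosidase reporter activity was read as FDG fluorescence (ex 480/em 540) after 30 minutes.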
B2AR arrestin – qHTS assay of beta-arrestin-biased ligands of beta2-adrenergic receptor; Beta-2 adrenergic receptor (Homo sapiens), P07550; beta-arrestin recruitment to beta2AR, cell-based reporter; Potency, µM (highest dose often 46.1 µM), for the others: at the highest dose activation, actives largely listed as activators; 330,000 tested, 0.02% active; AID 492947, 2010;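 further: potency means the concentration at half of the fitted maximal effect; 0% = DMSO controls and full agonism = EC100 isoproterenol or metaproterenol; nearly all actives have a fitted effect of over 65% in size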
Target sequence (P07550 whole entry, looked up): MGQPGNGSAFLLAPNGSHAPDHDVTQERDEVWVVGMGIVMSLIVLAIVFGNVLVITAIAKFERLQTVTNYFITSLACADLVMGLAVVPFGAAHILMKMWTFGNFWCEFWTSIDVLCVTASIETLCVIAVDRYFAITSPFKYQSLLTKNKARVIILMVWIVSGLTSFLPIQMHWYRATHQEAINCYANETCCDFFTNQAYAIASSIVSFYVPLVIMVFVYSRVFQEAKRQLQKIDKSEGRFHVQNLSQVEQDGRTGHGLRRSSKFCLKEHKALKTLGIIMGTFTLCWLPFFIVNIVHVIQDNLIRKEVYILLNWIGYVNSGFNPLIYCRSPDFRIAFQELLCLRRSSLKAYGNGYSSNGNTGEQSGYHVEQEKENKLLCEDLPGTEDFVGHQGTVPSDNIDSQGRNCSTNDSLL
TRPV1 ag – HTS Assay for Compounds that Act as Agonists of the Vanilloid Receptor 1. 320,000 tested, 0.19% active. AID 540275, 2011. Transient receptor potential cation channel subfamily V member 1 (Homo sapiens), Q8NER1. TRPV1-expressing cells, Fluo-8 calcium influx, agonist mode. activation, % at 8.33 µM; in the data active means activation above about 80%; inconclusive means between about 30% and that limit; further: 0% is about no effect
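TRPV1-expressing cells were cultured overnight at 35.5C and loaded with Fluo-8 calcium dye for 40 to 90 min at room temperature. After a 10 s baseline, compound was added and calcium influx was read kinetically for 3 min (ex 480/em 520 nm).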
uPA generation – qHTS for Inhibitors of Cell Surface uPA Generation; cell surface uPA generation assay, qHTS; Potency, µM (doses to about 38.3 µM), inactives show at the top dose activity change, negative = inhibition, usual class: inhibitors; 330,000 tested, 0.31% active; active means well fitted inhibition curve with a large enough effect; inconclusive means small, poorly fitted or top-dose-only effect; inactive means no such curve, though single readings can be large or run the other way; tested in mouse RAW 264.7 cells; further: potency means the concentration at half of the fitted maximal effect; on the % scale 0 is the no-effect control and ±100 the full control effect; nearly all actives have a fitted effect of over 55% in size
Eya2 inh – qHTS Assay for Inhibitors of the Phosphatase Activity of Eya2 | Protein phosphatase EYA2 (Homo sapiens), O00167 | recombinant Eya2, OMFP fluorescence dephosphorylation (OMFP is methylfluorescein phosphate) | Potency, µM (highest dose often 76.9 µM), for inactives: at the highest dose activity, negative = inhibition, actives largely listed as inhibitors | 330,000 tested, 0.006% active | AID 488837, 2010; further: potency means the concentration at half of the fitted maximal effect; on the % scale 0 is the no-effect control and ±100 the full control effect
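Eya2 protein (added as 0.2 uM solution) was preincubated with compound for 10 min at ambient temperature in 50 mM HEPES pH 7.5, 50 mM NaCl, 5 uM MgCl2, 0.05% BSA, 1 mM DTT. OMFP (added at 50 uM) then reacted 10 min; fluorescence read at 485/525 nm.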
ASM inhibitor – Inhibitors of Secretory Acid Sphingomyelinase (S-ASM): qHTS. Potency, µM (doses to about 57.5 µM), inactives show at the top dose activity change, negative = inhibition, usual class: inhibitors. AID 504937, 2011. Sphingomyelin phosphodiesterase (Homo sapiens), P17405. placental ASM, HMU-PC fluorogenic substrate, 60 min. 340,000 tested, 0.006% active; further: potency means the concentration at half of the fitted maximal effect
Target sequence (P17405 47-631 limits assumed): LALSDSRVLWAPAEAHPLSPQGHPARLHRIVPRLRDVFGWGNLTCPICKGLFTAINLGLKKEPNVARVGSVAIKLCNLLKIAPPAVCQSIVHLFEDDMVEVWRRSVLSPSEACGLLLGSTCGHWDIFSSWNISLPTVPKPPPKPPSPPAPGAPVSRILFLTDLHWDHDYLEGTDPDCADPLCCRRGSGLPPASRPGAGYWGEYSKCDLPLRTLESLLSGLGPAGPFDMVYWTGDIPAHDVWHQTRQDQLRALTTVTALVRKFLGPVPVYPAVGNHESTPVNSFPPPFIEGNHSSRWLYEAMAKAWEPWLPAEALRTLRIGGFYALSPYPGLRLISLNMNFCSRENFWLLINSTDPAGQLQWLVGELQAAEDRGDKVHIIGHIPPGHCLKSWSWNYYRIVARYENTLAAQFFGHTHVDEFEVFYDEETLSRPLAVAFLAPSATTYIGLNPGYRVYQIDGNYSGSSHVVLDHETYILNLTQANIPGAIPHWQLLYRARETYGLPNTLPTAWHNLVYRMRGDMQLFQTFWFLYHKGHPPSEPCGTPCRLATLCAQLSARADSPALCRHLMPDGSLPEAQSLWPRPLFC
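Fluorogenic HMU-PC substrate (9 uM final) is turned over by placental ASM in 60 min at 37 C after a 10 min compound preincubation. Reaction ended by alkaline stop (pH 10), with fluorescence read at 386/447 nm.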
USP2a block – qHTS Assay for Inhibitors of Ubiquitin-specific Protease USP2a Using CHOP2 as the Reporter; Ubiquitin carboxyl-terminal hydrolase 2 (Homo sapiens), O75604; USP2 core, Ub-CHOP2 coupled fluorogenic reporter, 485/531; Potency, µM (titrated, usually from 38.3 µM), without a hit: at the highest dose activity change, negative = inhibition, usual class: inhibitors; 330,000 tested, 0.01% active; AID 463254, 2010;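 further: potency means the concentration at half of the fitted maximal effect; plate controls were DMSO wells for no effect and full inhibition by NEM control for full effect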
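Deubiquitinase activity read as fluorescence (485/531 nm) after Ub-CHOP2 cleavage activates the enterokinase reporter on its substrate; USP2 core 10nM, Ub-CHOP2 and substrate 25nM each, 30min compound preincubation then 60min RT; data normalized to NEM, curves fitted.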
ELG1 genotox – qHTS screen for small molecules that induce genotoxicity in human embryonic kidney (HEK293T) cells expressing luciferase-tagged ELG1; 330,000 tested, 1.3% active; HEK293T ELG1-luciferase reporter, luminescence, 16 h; Potency, µM (highest dose often 46 µM), for inactives: at the top dose activity change, positive = activation, most hits filed as activators; AID 504466, 2011; further: potency means the concentration at half of the fitted maximal effect; % of control where 0% means no effect; nearly all actives have a fitted effect of over 60% in size
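16 hr compound incubation (37 °C, 5% CO2) of HEK293T cells carrying luciferase-tagged ELG1; luciferase then measured by ONE-Glo luminescence after 30 min at RT.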
p53 reactivator – qHTS assay for re-activators of p53 using a Luc reporter | Potency, µM (doses to about 92.2 µM), inactives show top-dose activity change, positive = activation, usual class: activators | H1299 p53-A138V BP100-luciferase reporter, luminescence, 24 h | AID 504706, 2011 | 320,000 tested, 0.063% active; further: potency means the concentration at half of the fitted maximal effect; % of control where 0% means no effect; nearly all actives have a fitted effect of over 45% in size
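H1299 (p53-null), stable ts p53-A138V + BP100-Luc; 1000 cells/well, Opti-MEM/10% FBS; cpd 4 pt, 1:5; 24 h, 37 deg C, 5% CO2; detection reagent 10 min RT; luminescence.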
TSG101-PTAP inh – qHTS Assay for Iinhibitors of HIV-1 Budding by Blocking the Interaction of PTAP/TSG101; Fluorescence polarization, FITC-PTAP peptide / Tsg101 binding; AID 493005, 2010; 340,000 tested, under 10 active; Tumor susceptibility gene 101 protein (Homo sapiens), Q99816; Potency, µM (titrated, usually from 115 µM), for the others: top-dose activity change, negative = inhibition, hits mostly inhibitors; active means well fitted inhibition curve with a large enough effect in the main read-out, with a control signal flat, not every such curve was filed as active; inconclusive means small, poorly fitted or top-dose-only effect, or effect the other way, or a change in a side signal; inactive means no such curve, though single readings can be large or run the other way; further: potency means the concentration at half of the fitted maximal effect; % of control where 0% means no effect
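Tsg101 binding domain (10 uM final) was mixed with compound and a FITC-labeled PTAP peptide (50 nM final) in HEPES pH 7.5 buffer with NaCl, Tween 20, EDTA and TCEP; fluorescence polarization was read after 20 min at r.t.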
Active calls of the source: *; i = inactive; ? = inconclusive; · = no result given; [ ] = remark or other dose. Unless noted, the call rests on the fitted dose curve; in most records, active means well fitted curve in the direction sought with a large enough effect; inconclusive means small, poorly fitted or top-dose-only effect, or another doubt; inactive means no such curve, though single readings can be large; an effect the other way counts as inactive or inconclusive.

The first 3 entries (preview)
Values run as follows: BRCA1 expr up	a7 integrin act	B2AR arrestin	TRPV1 ag	uPA generation	Eya2 inh	ASM inhibitor	USP2a block	ELG1 genotox	p53 reactivator	TSG101-PTAP inh
- CCCCCCC1CCC(C(=O)N2CCOCC2)CC1 (stereo not given)
 : 8%	10%	-0.8%	89*	3%	-3%	-9%	-1%	-2%	7%	-2%
- CCNc1nc2nc3ccc(C)cn3c(=O)c2cc1C(=O)NCC1CCCO1 (stereo not given)
 : 2%	-9%	-0.5%	0	7%	6%	i	4%	-2%	-1%	0%
- COCc1nnc(NC(=O)c2cc(OC)c(OC)cc2[N+](=O)[O-])s1
 : -1%	15%	-0.5%	-3	1%	10%	0%	4%	1%	1%	2%

The list itself (from the top)
Values run as follows: BRCA1 expr up	a7 integrin act	B2AR arrestin	TRPV1 ag	uPA generation	Eya2 inh	ASM inhibitor	USP2a block	ELG1 genotox	p53 reactivator	TSG101-PTAP inh
- CCCCCCC1CCC(C(=O)N2CCOCC2)CC1 (stereo not given)
 : 8%	10%	-0.8%	89*	3%	-3%	-9%	-1%	-2%	7%	-2%
- CCNc1nc2nc3ccc(C)cn3c(=O)c2cc1C(=O)NCC1CCCO1 (stereo not given)
 : 2%	-9%	-0.5%	0	7%	6%	i	4%	-2%	-1%	0%
- COCc1nnc(NC(=O)c2cc(OC)c(OC)cc2[N+](=O)[O-])s1
 : -1%	15%	-0.5%	-3	1%	10%	0%	4%	1%	1%	2%
- COc1ccc(NC(=O)CN(C)C(=O)CNC(=O)c2sc3ccccc3c2Cl)cc1
 : 7.9µM*	-21%	-0.3%	?	-1%	-16%	-10%	1%	?	?	3%
- COC(=O)CSc1nnc(CCc2nc3ccccc3[nH]2)n1C
 : 0%	-6%	0.2%	0	-1%	-6%	1%	0%	-1%	-5%	-3%
- COCCNC(=O)C(c1ccc(Cl)cc1)N(C(=O)Cn1nnc2ccccc21)c1cccnc1 (stereo not given)
 : 16%	8%	-0.2%	-2	0%	-2%	0%	2%	-3%	4%	3%
- CC(C)(C)C1CCC(OC(=O)CCC(=O)Nc2ccccc2)CC1 (stereo not given)
 : 8%	-1%	5.2%	?	-8%	-11%	-3%	1%	4%	-20%	-5%
- O=C(c1cc2cc(F)ccc2[nH]1)N1CCN(c2cccc(Cl)c2)CC1
 : -26%	-10%	-0.2%	9	-26%	-21%	-21%	0%	-2%	2%	3%
- O=C(Cn1cnc2c(nnn2Cc2ccc(F)cc2)c1=O)OCc1ccccc1
 : 16%	13%	-1.2%	?	-3%	-25%	3%	-1%	0%	0%	6%
- COC(=O)c1ccccc1S(=O)(=O)N(Cc1cc2cc3c(cc2[nH]c1=O)OCO3)C1CCCCC1
 : ·	·	-0.2%	11	·	7%	·	-1%	-3%	4%	·
- Cc1ccc(NC(=O)c2nc[nH]c2C(=O)NCC(=O)OC(C)(C)C)cc1
 : -8%	-12%	0.1%	24	5%	-5%	-2%	0%	-2%	6%	-6%
- CN(C)CC(CCCCC(CN(C)C)C(=O)c1ccccc1)C(=O)c1ccccc1 (stereo not given)
 : -55%	-79%[inhibitor]	-0.6%	1	10µM*	8%	0%	2%	1%	?	0%
- O=C(CN1CCN(C(=O)c2cncn2-c2ccc(F)cc2)CC1)Nc1ccccc1C(F)(F)F
 : 3%	0%	0.0%	4	-1%	13%	4%	-2%	3%	10%	-3%
- CC1(C)Cc2c(c(-c3ccco3)nc3sc4c(NCCCO)ncnc4c23)CO1
 : -38%	-18%	0.2%	?	?	-2%	50%[activator]	2%	0%	-10%	-8%
- CCn1c(=O)c([N+](=O)[O-])c(Cl)c2ccccc21
 : -69%	-62%[inhibitor]	11%	1	-4%	-4%	-4%	-1%	?	-12%	1%

Additional entries:
structure	BRCA1 expr up	a7 integrin act	B2AR arrestin	TRPV1 ag	uPA generation	Eya2 inh	ASM inhibitor	USP2a block	ELG1 genotox	p53 reactivator	TSG101-PTAP inh
Cc1cccc(NC(=S)NCc2ccc3c(c2)OCO3)c1	16%	-22%	-0.3%	18	-3%	-4%	2%	3%	1%	-4%	3%
Cn1c(CCNS(=O)(=O)c2ccccc2)nnc1SCc1cccnc1	-1%	21%	-0.5%	6	1%	2%	-1%	2%	-29%	-9%	-1%
CCOC(=O)c1cn(-c2ccc(F)c(F)c2)c2c(F)c(F)c(F)c(F)c2c1=O	·	·	-1.0%	-3	·	-5%	·	-1%	-12%	-6%	·
COc1ccc(Nc2nc(C)cc(=O)[nH]2)cc1	-1%	9%	-0.2%	3	0%	-4%	7%	2%	2%	11%	-9%
CCOc1ccc(/C=C/C(=O)OCC(=O)c2ccccc2OC)cc1OC	-30%	2%	0.5%	-2	-5%	-1%	-2%	-2%	2%	12%	0%
CC(C(=O)NCCCc1ccccc1)c1ccc([N+](=O)[O-])cc1 (stereo not given)	-19%	-7%	0.1%	-7	-3%	-6%	4%	0%	-4%	-6%	1%
CC(C)CC1NC(=O)c2cc(Cl)ccc2-n2c1nc1ccccc1c2=O (stereo not given)	·	·	-0.2%	·	·	7%	·	5%	0%	-4%	·
CCc1ccc(OCC(=O)N/N=C(\C)c2ccc(O)cc2O)cc1	-8%	24%	0.3%	13	-1%	-13%	-4%	-1%	1%	-4%	0%
Cc1cc(C2C(C#N)=C(N)OC3=C2C(=O)CC(C)(C)C3)c(C)s1 (stereo not given)	-32%	-24%	-0.4%	7	-1%	1%	-10%	-1%	0%	-5%	0%
CSc1ccc(/C=C/C(=O)Nc2ccccc2)cc1	?	23%	-0.1%	90*	-4%	-24%	0%	-7%	-4%	?	-5%
CCSc1nc2sc3c(c2c(=O)n1-c1ccccc1C)CCN(C)C3	-7%	-11%	0.4%	-2	-2%	3%	9%	3%	-3%	16%	-2%
CCOc1cc(CNCCO)cc(Br)c1OCc1cccs1	-50%	-50%[inhibitor]	0.3%	23	·	-2%	-1%	0%	-9%	-1%	-6%
O=C(Nc1ccc2c(c1)OCO2)C1CCN(S(=O)(=O)c2ccc3c(c2)OCCO3)CC1	-5%	9%	0.2%	7	15%	-8%	3%	1%	-2%	-2%	-1%
COc1ccc(CN2CCNC(=O)C2CC(=O)NCC2CCOCC2)cc1C (stereo not given)	-17%	-24%	-0.1%	2	1%	-18%	5%	0%	2%	8%	-8%
Cc1ccc(N2CCN(C(=O)C3CCN(S(=O)(=O)c4cccc5nsnc45)CC3)CC2C)cc1 (stereo not given)	-50%	-17%	·	·	-10%	·	-6%	·	·	·	-3%
COC(=O)c1cc(S(=O)(=O)N2CCCC(C)C2)c[nH]1 (stereo not given)	11%	-10%	9.2%	-4	-14%	-2%	1%	-1%	0%	-1%	-6%
c1ccc(NCCSc2nc3ccccc3s2)cc1	27%	8%	·	·	8%	·	-1%	·	·	·	-2%
Cc1ccc(-n2c(COc3ccccc3)n[nH]c2=S)cc1	5%	-30%	0.1%	9	2%	4%	3%	-2%	1%	4%	-2%
CC(CN1CCN(C)CC1)OC(=O)c1cccc(F)c1 (stereo not given)	-19%	3%	-0.3%	-3	-1%	3%	2%	3%	-2%	7%	1%
CCN(CC(=O)Nc1ccc(NC(C)=O)cc1)C(=O)COc1ccc2ccccc2c1	14%	-3%	0.3%	-1	-16%	-31%	·	-1%	1%	-3%	-2%
